Bioassay records as filed in PubChem BioAssay.
CDK5 p35 inh: inhibitors of human CDK5/p35 kinase, primary screen, biochemical, single concentration; AID 488839, 2010; Recombinant CDK5/p35, ADP-Glo luminescence, 60 min; inhibition, % at 10 µM; hit rate 0.01% among 330,000;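 active = highest replicate inhibition of at least 50% and at least 75% of replicates reaching 50%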;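 also: plate controls were DMSO neutral control for no effect and GW8510 at 10 µM for full effect; many of its hits are not listed in these tables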
Target sequence (Q00535 whole entry, looked up): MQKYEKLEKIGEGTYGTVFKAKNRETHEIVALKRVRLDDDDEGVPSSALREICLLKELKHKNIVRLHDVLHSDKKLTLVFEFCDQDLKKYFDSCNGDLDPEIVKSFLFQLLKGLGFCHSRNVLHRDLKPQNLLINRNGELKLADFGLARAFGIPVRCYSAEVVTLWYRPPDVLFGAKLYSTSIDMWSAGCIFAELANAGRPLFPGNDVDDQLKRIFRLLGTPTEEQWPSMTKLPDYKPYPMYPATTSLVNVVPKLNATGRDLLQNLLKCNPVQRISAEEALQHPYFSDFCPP
Target sequence (Q15078 whole entry, looked up): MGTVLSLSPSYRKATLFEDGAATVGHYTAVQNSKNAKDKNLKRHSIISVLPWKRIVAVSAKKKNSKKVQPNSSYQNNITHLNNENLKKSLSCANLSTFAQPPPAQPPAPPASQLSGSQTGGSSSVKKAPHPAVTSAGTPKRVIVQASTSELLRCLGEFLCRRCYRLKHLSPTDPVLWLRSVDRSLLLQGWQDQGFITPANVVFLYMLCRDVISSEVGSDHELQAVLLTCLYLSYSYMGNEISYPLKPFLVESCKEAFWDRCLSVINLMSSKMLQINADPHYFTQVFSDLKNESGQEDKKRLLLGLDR
PvdQ acylase: P. aeruginosa PvdQ acylase inhibitors, primary screen, biochemical, fluorescence, plate reader and imaging, single point | hit rate 0.063% among 340,000 | inhibition, % at 10 µM | purified PvdQ acylase | AID 488965, 2010; in the data active = inhibition above about 30%, passing the limit was not always enough;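 also: 0% = vehicle neutral wells and 100% = reference inhibitor wells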
dFosB activator: activators of delta FosB homodimer, primary screen, biochemical, fluorescence polarization, TAMRA-CDK5 oligo, single point; AID 493131, 2011; purified delta FosB; percent of positive-control signal above neutral wells; Protein FosB (Mus musculus), P13346; activation, % at 25 µM; hit rate 0.99% among 340,000;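 active = mean activation above about 17%, with every replicate also reaching it, limit read from the data, passing the limit was not always enough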;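 also: fluorescence polarization rise as delta FosB binds a TAMRA Cdk5 AP-1 oligo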
SR-BI uptake up: activators of SR-BI mediated DiI-HDL uptake, primary screen, ldlA[mSR-BI] CHO cells, DiI fluorescence. 3 h; 100 = double the neutral-control signal. activation, % at 12.5 µM. hit rate 0.096% among 320,000. AID 504775, 2011;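 active = mean replicate activation of at least 60% and every replicate at or above 60%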;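 also: 0% = median plate neutral-control signal and 100% = twice that signal; values of inactives mirror those of a sister screen read the other way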
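Test system: SR-BI-overexpressing, LDLR-lacking CHO cells; Medium: Ham's F12 with 0.5% BSA, HEPES 25 mM, pH 7.4; Schedule: 3 h, 37 °C; Technique: bottom-read fluorescence, 550/595 nm.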
cardiac RTF act: cardiac RTF calcium sensitivity activators, primary screen, biochemical, IANBD-TnC fluorescence, EC20 calcium; Troponin I, cardiac muscle (Homo sapiens) + Troponin T, cardiac muscle (Homo sapiens) + …; IANBD-labeled TnC RTF fluorescence at EC20 calcium; 0% EC20 calcium, 100% full calcium; activation, % at 7.2 µM; hit rate 0.24% among 340,000; AID 493008, 2010;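 active = activation above the mean over all tested compounds plus 3 SD, cut at about 30% in these data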;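 also: rise in fluorescence read as greater calcium sensitivity of cardiac thin filaments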
SR-BI DiI inh: inhibitors of SR-BI mediated HDL lipid uptake, primary screen, ldlA[mSR-BI] cells, fluorescence, single point | Scavenger receptor class B member 1 (Mus musculus), Q61009 | ldlA[mSR-BI] CHO cells, DiI-HDL uptake fluorescence, 3 h | inhibition, % at 12.5 µM | hit rate 0.96% among 320,000 | AID 488896, 2010;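 active = mean replicate inhibition of at least 70% and a set share of replicates each scoring 70 or more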;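 also: 0% = median of neutral control wells and 100% = median of positive control wells; values of inactives mirror those of a sister screen read the other way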
HTR5A ag ctr: HTR5A agonists in luminescence cell assay, primary screen, counter-screen for OPRM1-OPRD1 heterodimer agonist project, full-deck HTS; 5-hydroxytryptamine receptor 5A (Homo sapiens), P47898; hit rate 0.61% among 340,000; cell-based; activation, % at 9.3 µM; in the data active = activation mostly above about 9.5%, no sharp cut-off; inactive = mostly below about 7.6%;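 also: 0% = cells with vehicle only and 100% = reference agonist; strong numbers were not always called active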
Rtt109 Vps75: inhibitors of C. albicans Rtt109/Vps75 HAT, primary screen, biochemical, ThioGlo CoA-SH fluorescence, plate reader; inhibition, % at 34.9 µM; purified Rtt109/Vps75, 4 h; AID 540336, 2011; hit rate 0.16% among 330,000; Histone acetyltransferase RTT109 (Candida albicans (strain SC5314 / ATCC MYA-2876)), …;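 active = inhibition of at least 50% in every replicate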
Target sequence (Q5AAJ8 whole entry, looked up): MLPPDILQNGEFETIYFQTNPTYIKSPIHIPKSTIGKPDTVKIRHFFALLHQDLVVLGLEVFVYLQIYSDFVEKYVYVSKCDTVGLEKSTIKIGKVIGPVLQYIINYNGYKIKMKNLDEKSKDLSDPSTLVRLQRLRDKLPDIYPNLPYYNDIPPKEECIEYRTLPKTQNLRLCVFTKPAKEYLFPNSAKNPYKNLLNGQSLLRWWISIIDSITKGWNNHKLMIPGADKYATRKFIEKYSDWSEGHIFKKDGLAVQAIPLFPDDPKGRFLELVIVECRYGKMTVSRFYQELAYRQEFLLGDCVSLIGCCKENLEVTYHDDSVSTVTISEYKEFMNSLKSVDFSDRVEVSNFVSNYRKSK
MITF TRPM1 HTS: activators of MITF-driven TRPM1 promoter reporter, primary screen, cell-based, SK-MEL-5, luciferase, single point | activation, % at 12.5 µM | hit rate 0.75% among 300,000 | SK-MEL-5 TRPM1-promoter luciferase, 24 h; % of positive control, neutral wells = 0;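 active = mean activation of at least 80% with every replicate also reaching 80%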;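 also: 0% = neutral control wells and 100% = parthenolide positive control wells; values of inactives mirror those of a sister screen read the other way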
Wnt bcat act: Wnt/beta-catenin pathway activators, primary screen, cell-based, plate reader, single point; Wnt/beta-catenin reporter cell assay, activator; hit rate 1.2% among 300,000; activation, % at 9.35 µM; in the data active = activation above about 30%, passing the limit was not always enough;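 also: 0% = neutral control wells and 100% = positive control wells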
The depositor's hits bear a star; / = no result given.

SMILES | CDK5 p35 inh | PvdQ acylase | dFosB activator | SR-BI uptake up | cardiac RTF act | SR-BI DiI inh | HTR5A ag ctr | Rtt109 Vps75 | MITF TRPM1 HTS | Wnt bcat act
CNc1nc2cccnc2s1 | 0.3 | -2 | 4 | 29 | -4 | -29 | 0 | 3 | 10 | 0
COCCOC(=O)C1=C(C)NC2=C(C(=O)CC(C)(C)C2)C1c1cc2c(cc1Br)OCO2 (stereo not drawn) | 0.0 | -6 | -3 | 11 | 3 | -11 | -3 | 3 | 9 | /
Cc1cc(C)nc(SCc2nnc(SCC(=O)Nc3cc(C(F)(F)F)ccc3Cl)o2)n1 | 2.3 | -8 | -4 | / | -2 | / | -2 | / | -4 | /
CS(=O)(=O)c1nc(-c2ccccc2)cc(-c2ccccc2)c1C#N | 1.0 | -11 | -13 | 39 | -2 | -39 | 2 | -3 | -40 | /
Cc1cc(NC(=O)CSc2nnc(C3CC3)n2Cc2ccccc2)no1 | -0.4 | -7 | -4 | 12 | 5 | -12 | 0 | 0 | 10 | /
COc1cccc(-c2ccc(-c3noc(-c4cccs4)n3)c(OC)n2)c1 | -0.6 | -7 | -7 | 16 | 0 | -16 | -5 | -15 | 48 | /
CC(C)c1nnc(NC(=O)c2ccc(N3C(=O)CCC3=O)cc2)s1 | 0.2 | -20 | 6 | 1 | 3 | -1 | -2 | 3 | 4 | 7
C#CCNc1cc(C)nc2ncnn12 | 1.9 | -3 | 4 | 27 | 4 | -27 | -1 | -6 | -4 | /
O=C(CCC(=O)OCC(=O)c1ccc(Br)cc1)Nc1ccc(Br)c2cccnc12 | 0.3 | -5 | -4 | -7 | -3 | 7 | -2 | -2 | -8 | -2
Clc1ccccc1C1CC(c2ccccc2)=Nc2ccccc2N1 (stereo not drawn) | 0.2 | -13 | -9 | -11 | -9 | 11 | 4 | -5 | / | 2
CC1Cc2ccccc2N1C(=O)CSc1ncccn1 (stereo not drawn) | -0.4 | 2 | 0 | -13 | 2 | 13 | -5 | -2 | 22 | 4
O=C(COc1ncnc2ccccc12)Nc1cc(S(=O)(=O)N2CCOCC2)ccc1Cl | -1.1 | -7 | 46* | -39 | 3 | 39 | 4 | -1 | 6 | -2
CC(C)(C)c1ccc(C(=O)NCCCNC(=O)c2ccccn2)cc1 | 1.3 | 12 | -11 | 18 | 3 | -18 | 1 | 22 | 6 | -1
COc1ccc(/C(C)=N\NC(=O)CNC(=O)C(c2ccccc2)c2ccccc2)cc1OC | -0.4 | -6 | 4 | -22 | -4 | 22 | -1 | 10 | 1 | 1
O=C(CN(Cc1cccs1)C(=O)c1csnn1)NC1CCCC1 | 0.7 | -17 | 4 | -5 | 7 | 5 | -3 | -25 | / | -2
O=C(COC(=O)c1cnccn1)c1ccc2ccccc2c1 | -0.9 | -11 | -4 | 13 | -1 | -13 | -3 | -5 | 0 | 0
COc1ccc(CCN2CC(C(=O)N(C)Cc3ccc(C)o3)CCC2=O)cc1 (stereo not drawn) | -0.2 | 2 | -3 | -2 | -7 | 2 | -3 | 6 | 60 | 14
NC(=O)c1ccsc1NC(=O)COC(=O)C1=NNC(=O)CC1 | -1.1 | 5 | -2 | 22 | -4 | -22 | -2 | -7 | -1 | 0
CC(O)(CS(=O)(=O)Cc1ccccc1)C(=O)Nc1cccc(C(F)(F)F)c1 (stereo not drawn) | 0.5 | -15 | 7 | 19 | 0 | -19 | 1 | 2 | 4 | -2
Cc1ccc(N=Cc2c(C)[nH]n(-c3ccccc3)c2=O)nc1 | 1.6 | -6 | -11 | / | 4 | / | 10 | -14 | 5 | 4
O=C(Cc1ccc2c(c1)OCCO2)Nc1cc(Cl)ccc1N1CCOCC1 | -0.1 | -3 | -5 | -12 | -6 | 12 | 0 | 13 | 5 | -3
Cc1cc(C(=O)NC(=S)Nc2cccc(NC(=O)C(C)C)c2)ccc1[N+](=O)[O-] | 2.0 | 9 | -4 | -39 | 3 | 39 | -4 | 3 | 23 | 10
O=C(c1cc(S(=O)(=O)N2CCOCC2)c(Cl)cc1Cl)N1CCN(S(=O)(=O)c2cccc(F)c2)CC1 | -1.9 | 2 | -11 | -11 | -6 | 11 | -4 | -1 | -1 | -6
CCN1CCCC1CNC(=O)c1ccccc1Cl (stereo not drawn) | 1.0 | 5 | 2 | 20 | -6 | -20 | 0 | 12 | / | -2
COc1ccc(-n2cc(-c3ccc(Cl)cc3)[nH]c2=S)cc1 | 1.9 | 8 | 8 | -24 | 1 | 24 | 6 | -4 | 13 | 17
COc1ccc(OC)c(/C=N/N=C(\N)c2nonc2N)c1 | -1.1 | -17 | -13 | -38 | 15 | 38 | -2 | 3 | / | 9
CC(C)c1nnc2c(N(C)S(=O)(=O)c3ccccc3)nc3ccccc3n12 | 0.2 | -7 | -1 | 6 | -2 | -6 | -2 | 4 | 17 | 0
CCC(C)[C@H](N)c1cn([C@@H](Cc2ccc(O)cc2)C(=O)N2CCNCC2)nn1 (stereo partly drawn) | -2.8 | 3 | 5 | 18 | 9 | -18 | 3 | 3 | -2 | 3
O=C(C1COc2ccccc2O1)N1CCN(c2ccccc2O)CC1 (stereo not drawn) | -1.3 | -14 | -4 | -21 | -2 | 21 | -2 | 3 | -11 | 1
Cc1cc(C(=O)N/N=C/c2c(C)n(C)c3ccccc23)n[nH]1 | -0.8 | 6 | -1 | -25 | 1 | 25 | 8 | 9 | 0 | -5
Cc1nc(NS(=O)(=O)c2ccccc2)sc1C(C)(C)C | -1.0 | -8 | -8 | 24 | 0 | -24 | 5 | 5 | -2 | 3
NC(=O)CC(NC(=O)c1cccc(Br)c1)c1ccc(N2CCC(N3CCCC3)CC2)c([N+](=O)[O-])c1 (stereo not drawn) | 0.2 | -14 | 4 | 14 | -3 | -14 | 0 | 9 | -8 | -3
CC(/C=N/NC(=O)c1nn(C)c(C)c1Br)=C\c1ccccc1 | 0.2 | -9 | -8 | -9 | -2 | 9 | 4 | 6 | 78 | -4
Brc1ccccc1-c1nnc2sc(-c3ccc4c(c3)OCCO4)nn12 | -14 | -18 | -6 | 2 | -1 | -2 | -3 | -9 | -2 | -2
COc1ccccc1-c1ocnc1C(=O)N1CCN(S(=O)(=O)c2ccc(NC(C)=O)cc2)CC1 | 0.2 | -13 | -10 | 10 | 6 | -10 | -4 | -19 | -3 | -1
Cc1cc(C)c2c(n1)nn1c(NCCCN3CCOCC3)cc(C)nc21 | 1.2 | 20 | -7 | 35 | 4 | -35 | 2 | 10 | 0 | -7
CCOC(=O)CSc1nnc(NC(=O)c2ccc3c(c2)OCO3)s1 | -0.7 | -10 | 41* | 15 | -3 | -15 | -3 | -1 | -2 | 8
Cc1cc(C(=O)NCc2ccc(S(N)(=O)=O)cc2)ccc1[N+](=O)[O-] | 0.6 | -14 | -3 | -8 | 1 | 8 | 3 | 0 | 6 | /
CCCn1c(SCC(=O)NCC(=O)Nc2ccc(F)c(F)c2F)nc2ccccc2c1=O | -0.5 | 2 | 26* | 8 | -2 | -8 | -7 | 0 | -11 | -4
COC(=O)c1cc(NC2c3ccccc3C(=O)N2c2cccnc2)cc(C(=O)OC)c1 (stereo not drawn) | -0.6 | -9 | -14 | -4 | 7 | 4 | 3 | 1 | 0 | 1

One compound at a time (already shown). Values in the order: CDK5 p35 inh | PvdQ acylase | dFosB activator | SR-BI uptake up | cardiac RTF act | SR-BI DiI inh | HTR5A ag ctr | Rtt109 Vps75 | MITF TRPM1 HTS | Wnt bcat act
Record of `Cc1cc(C(=O)NC(=S)Nc2cccc(NC(=O)C(C)C)c2)ccc1[N+](=O)[O-]` → 2.0 | 9 | -4 | -39 | 3 | 39 | -4 | 3 | 23 | 10
Record of `NC(=O)CC(NC(=O)c1cccc(Br)c1)c1ccc(N2CCC(N3CCCC3)CC2)c([N+](=O)[O-])c1` (stereo not drawn) → 0.2 | -14 | 4 | 14 | -3 | -14 | 0 | 9 | -8 | -3
Record of `CC1Cc2ccccc2N1C(=O)CSc1ncccn1` (stereo not drawn) → -0.4 | 2 | 0 | -13 | 2 | 13 | -5 | -2 | 22 | 4
Record of `COc1ccc(OC)c(/C=N/N=C(\N)c2nonc2N)c1` → -1.1 | -17 | -13 | -38 | 15 | 38 | -2 | 3 | / | 9

Continued.
SMILES | CDK5 p35 inh | PvdQ acylase | dFosB activator | SR-BI uptake up | cardiac RTF act | SR-BI DiI inh | HTR5A ag ctr | Rtt109 Vps75 | MITF TRPM1 HTS | Wnt bcat act
Cc1ccc2oc(C(=O)N3CCN(Cc4nccn4C)CC3)c(C)c2c1 | 0.3 | 2 | 5 | -29 | 3 | 29 | 4 | -7 | 0 | 1
CC(=O)c1cc(-c2ccc(F)cc2)n(CCC(=O)Nc2cccnc2)c1C | 0.6 | -16 | -8 | -39 | 3 | 39 | -2 | -6 | -14 | 3
CCCCNC(=O)c1ccc(CS(=O)(=O)c2ccc(OC)cc2)o1 | -0.8 | -16 | -2 | 7 | 10 | -7 | -2 | 1 | / | -2
CC(C)(C)C1=C(C#N)C(c2ccc3c(c2)OCO3)C(C#N)=C(N)O1 (stereo not drawn) | 0.8 | -3 | 2 | -1 | 2 | 1 | -6 | 1 | -8 | /
CCCOP(=O)(c1ccc(N(C)C)cc1)C(O)c1ccc(Cl)cc1Cl (stereo not drawn) | -0.5 | -1 | -16 | -2 | -4 | 2 | -2 | -9 | 2 | 0
COC(=O)c1ccc(N2CCOCC2)c(NC(=O)c2ccc3c(c2)OCO3)c1 | -1.4 | -2 | 2 | / | -7 | / | 4 | 6 | -12 | 0
O=C(NCCCN=C1NS(=O)(=O)c2ccccc21)c1ccc(S(=O)(=O)N2CCOCC2)cc1 | 0.6 | -8 | 0 | 10 | 6 | -10 | -2 | 5 | -7 | 0
C=CCNCC#CCOc1ccc(OC)cc1 | -0.5 | 7 | 2 | 6 | -2 | -6 | 2 | 13 | 6 | /
CCn1cnc2c1c(=O)n(CC(=O)Nc1ccc3c(c1)OC(F)(F)O3)c(=O)n2Cc1ccccc1 | 2.7 | 5 | 6 | 8 | 2 | -8 | -4 | 18 | 9 | /
COc1ccc(C2=NCCn3c2c2ccc(C(F)(F)F)cc2[n+]3[O-])cc1 | -0.8 | 10 | -9 | -5 | -4 | 5 | 7 | 15 | -1 | 4
CC(=O)c1c(C)[nH]c(C(=O)OCC(=O)Nc2ccc([N+](=O)[O-])cc2Cl)c1C | -0.7 | -11 | 3 | -29 | 5 | 29 | 0 | 21 | 1 | 0
CCc1ccccc1NC(=O)Cn1nc(C(F)(F)F)cc1C1CC1 | 1.0 | 3 | 0 | -4 | 0 | 4 | 6 | 15 | 5 | 0
COC(=O)c1cc(OC)c(OC)cc1N | -0.5 | 5 | -2 | 3 | -1 | -3 | -2 | 2 | -10 | /
Clc1ccc(C2=CSC3=NCCN23)cc1Cl | -2.4 | -100 | 0 | 6 | 7 | -6 | 2 | -2 | -20 | /
